# Tb PYK inh = qHTS of Trypanosoma Brucei Inhibitors | TbPYK enzyme, Kinase-Glo Plus ATP luminescence, 45 min | Potency, µM (doses to about 76.8 µM), without a hit: at the highest dose activity, negative = inhibition, most hits filed as inhibitors | pyruvate kinase (Trypanosoma brucei), Q57TT1 | 410,000 tested, 0.12% active; also: potency is read from the fitted curve at half-maximal effect; % is scaled to controls: 0 for no effect and ±100 for the full control effect; nearly all actives have a fitted effect of over 50% in size
#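 Screened from lowest to highest concentration, compounds were pinned into TbPYK/substrate mixtures, and ADP (130 uM final) was added. Plates sat at room temperature for 45 min prior to Kinase-Glo Plus detection by luminescence.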
# CHX counter = Cycloheximide Counterscreen for Small Molecule Inhibitors of Shiga Toxin; cell reporter, cycloheximide protein synthesis inhibition counterscreen; max response, %; 300,000 tested, 12% active; AID 2314, 2010; in the data active = max response mostly above about 13%, no sharp cut-off; inactive = mostly below about 14%; also: read at 38.3 µM for the half of the compounds with a filed dose; 0% is about no effect
# Shiga inhibitor = A qHTS for Small Molecule Inhibitors of Shiga Toxin. Vero cells, Shiga toxin protein synthesis inhibition reporter. inhibition, % at 38.7 µM. 290,000 tested, 9.2% active. AID 2315, 2010; in the data active = inhibition mostly above about 28%, no sharp cut-off; inactive = mostly below about 43%; also: 0% is about no effect
# Pf growth 96h = Primary qHTS for delayed death inhibitors of the malarial parasite plastid, 96 hour incubation; 320,000 tested, 6.9% active; AID 504834, 2011; Potency, µM (top dose mostly 28.7 µM), for inactives: at the top dose activity change, negative = inhibition, usual class: inhibitors; P. falciparum luciferase reporter growth, 96 h; also: potency is read from the fitted curve at half-maximal effect; % is scaled to controls: 0 for no effect and ±100 for the full control effect
#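 Infected RBCs, 2% Hct / 0.05% parasitemia final; luciferase-reporter P. falciparum; cpd 96 h, 37 C, 5% CO2; luciferase detection reagent; luminescence.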
# LmPK inhibitor = qHTS Assay for Inhibitors of Leishmania Mexicana Pyruvate Kinase (LmPK); Q27686; purified LmPK, Kinase-Glo ATP luminescence, 1 h; Potency, µM (highest dose often 57.5 µM), for inactives: at the highest dose activity change, negative = inhibition, actives largely listed as inhibitors; 290,000 tested, 0.37% active; AID 1721, 2009; also: potency is read from the fitted curve at half-maximal effect; % is scaled to controls: 0 for no effect and ±100 for the full control effect
# Target sequence (Q27686 whole entry, looked up): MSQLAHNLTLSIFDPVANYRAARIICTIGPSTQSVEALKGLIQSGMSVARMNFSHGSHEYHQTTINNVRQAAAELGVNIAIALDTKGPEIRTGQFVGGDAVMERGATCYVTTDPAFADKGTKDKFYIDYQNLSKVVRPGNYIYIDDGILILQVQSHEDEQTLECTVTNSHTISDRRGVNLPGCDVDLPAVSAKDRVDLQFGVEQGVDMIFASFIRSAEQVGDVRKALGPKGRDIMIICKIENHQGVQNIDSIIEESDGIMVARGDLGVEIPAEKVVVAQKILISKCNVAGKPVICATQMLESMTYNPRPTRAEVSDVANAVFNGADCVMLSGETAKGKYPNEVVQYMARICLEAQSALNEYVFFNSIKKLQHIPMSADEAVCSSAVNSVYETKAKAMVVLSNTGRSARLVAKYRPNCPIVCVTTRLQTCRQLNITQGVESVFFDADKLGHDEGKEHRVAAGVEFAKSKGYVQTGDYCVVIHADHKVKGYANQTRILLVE
#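 qHTS format; LmPK 0.1 nM; substrates PEP 0.5 mM and ADP 0.1 mM. One-hour room-temperature incubation, then coupled luciferase luminescence; 0.5 nM enzyme wells mark activation.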
# AmpC no deterg = qHTS Inhibitors of AmpC Beta-Lactamase (assay without detergent); P00811; AID 485341, 2010; Potency, µM (titrated, usually from 57.1 µM), inactives show top-dose activity change, negative = inhibition, hits mostly inhibitors; 330,000 tested, 0.52% active; AmpC nitrocefin hydrolysis, absorbance 480 nm, 0.0001% Triton;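 also: potency is read from the fitted curve at half-maximal effect; plate controls were no compound for no effect and no enzyme for full effect; nearly all actives have a fitted effect of over 20% in size; some results filed as inactive show a strong effect at the top dose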
# Target sequence (P00811 whole entry, looked up): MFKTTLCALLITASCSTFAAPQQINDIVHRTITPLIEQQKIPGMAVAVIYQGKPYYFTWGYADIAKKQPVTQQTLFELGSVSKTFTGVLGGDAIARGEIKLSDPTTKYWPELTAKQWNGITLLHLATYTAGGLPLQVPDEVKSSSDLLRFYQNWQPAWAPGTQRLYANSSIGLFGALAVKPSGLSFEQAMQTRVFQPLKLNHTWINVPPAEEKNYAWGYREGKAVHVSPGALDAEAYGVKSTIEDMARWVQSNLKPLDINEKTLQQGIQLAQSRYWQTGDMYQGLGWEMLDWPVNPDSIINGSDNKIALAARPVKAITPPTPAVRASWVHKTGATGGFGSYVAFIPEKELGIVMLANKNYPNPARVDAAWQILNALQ
#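 AmpC (5.3 nM in the dispensed reagent) in 20 mM phosphate pH 7.0 with 0.01% (detergent screen) or 0.0001% Triton X-100 was preincubated with compounds for 15 min at room temperature. Nitrocefin was then added from an 800 uM solution, and hydrolysis was followed at 480 nm.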
# Pf growth 48h = Primary qHTS for delayed death inhibitors of the malarial parasite plastid, 48 hour incubation. P. falciparum luciferase growth in erythrocytes, 48 h. Potency, µM (series often up to 28.7 µM), without a hit: at the highest dose activity change, negative = inhibition, actives largely listed as inhibitors. 310,000 tested, 5.9% active. AID 504832, 2011; also: potency is read from the fitted curve at half-maximal effect; % is scaled to controls: 0 for no effect and ±100 for the full control effect
#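 Luciferase-expressing parasites in RBCs, 2% Hct / 0.1% parasitemia final; RPMI 1640 + 0.5% Albumax; 37 C, 5% CO2, one generation; luminescence read-out, lower signal = inhibition.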
# An asterisk follows results filed as active; ? = inconclusive; . = no result given; [ ] = another dose, or the depositor's remark. Unless noted, calls follow the shape of the dose curve; as a rule, active = well fitted curve in the direction sought with a large enough effect; inconclusive = small, poorly fitted or top-dose-only effect, or another doubt; inactive = no such curve, though single readings can be large; an effect the other way counts as inactive or inconclusive. The order is random, and some 22% of all compounds hit somewhere here.
SMILES,Tb PYK inh,CHX counter,Shiga inhibitor,Pf growth 96h,LmPK inhibitor,AmpC no deterg,Pf growth 48h
CC(=O)NC1(C(F)(F)F)C(=O)N(Cc2ccccc2)C2=C1C(=O)CC(C)(C)C2 (stereo not drawn),.,-4.6,-11.2,50.1%[activator],0.3%,55.1%,1.5%
O=C(c1cc(=O)c2ccccc2o1)N1CCN(c2cccc(Cl)c2)CC1,4.3%,0.7,-16.7,1.6%,-5.8%,23.4%,-13.3%
CCCCCN1C(=O)Cn2c(nc3ccccc3c2=O)C1C (stereo not drawn),6.4%,-3.8,-10.2,16.8%,-1.5%,19.4%,-2.8%
CC(C)Cc1nc2sc3c(=O)[nH]cnc3c2c2c1CCCC2,-1.4%,-6.3,-7.1,18.0%,-0.8%,-14.2%[2.29 µM],?
CCc1n[n+](CC(=O)c2ccccc2)c(N)s1,-29.5%,21.7*,53.3,63.6%[activator],-10.9%,3.9%,266.5%[activator]
CCOC(=O)c1ccc(NC(=O)Nn2cnnc2)cc1,-3.5%,9.3,-0.7,31.8%[activator],1.3%,-22.2%,38.6%[activator]
O=c1c(Cl)c(N/N=C/c2ccc(Br)cc2)cnn1-c1ccccc1,0.0%,-1.7,-7.9,-14.5%,4.3%,38.9%,.
Cn1c(=O)n(C)c2cc(/C=C3/SC(=O)N(CC(=O)N4CCOCC4)C3=O)ccc21,-2.8%,-4.4,-19.5,?,-6.6%,-2.0%,-4.0%
C=CCSc1nnc(NC(=O)c2ccc(Cl)nc2)s1,0.9%,11.6,69.1,.,-0.4%,-21.0%,52.3%[activator]
CN(C)CCNC(=O)c1cc(Sc2ccc(F)cc2)nc2ccccc12,.,-0.9,24.6,-19.7%,6.1%,22.6%,-25.6%
CCc1cc(C(=O)OCC(=O)N2CCC(c3ccccc3)=N2)sc1C,-6.5%,-3.6,-13.3,5.7%,-3.0%,44.2%,15.6%
CCCNS(=O)(=O)/C=C/c1ccccc1,6.5%,3.5,-4.2,12.6%,-0.6%,-16.0%,18.3%

# Random excerpt: 5 entries already listed, in no set order.
SMILES,Tb PYK inh,CHX counter,Shiga inhibitor,Pf growth 96h,LmPK inhibitor,AmpC no deterg,Pf growth 48h
CCOC(=O)c1ccc(NC(=O)Nn2cnnc2)cc1,-3.5%,9.3,-0.7,31.8%[activator],1.3%,-22.2%,38.6%[activator]
CCCNS(=O)(=O)/C=C/c1ccccc1,6.5%,3.5,-4.2,12.6%,-0.6%,-16.0%,18.3%
C=CCSc1nnc(NC(=O)c2ccc(Cl)nc2)s1,0.9%,11.6,69.1,.,-0.4%,-21.0%,52.3%[activator]
CN(C)CCNC(=O)c1cc(Sc2ccc(F)cc2)nc2ccccc12,.,-0.9,24.6,-19.7%,6.1%,22.6%,-25.6%
CC(=O)NC1(C(F)(F)F)C(=O)N(Cc2ccccc2)C2=C1C(=O)CC(C)(C)C2 (stereo not drawn),.,-4.6,-11.2,50.1%[activator],0.3%,55.1%,1.5%

# Full records, looked up by structure. Order of values: Tb PYK inh | CHX counter | Shiga inhibitor | Pf growth 96h | LmPK inhibitor | AmpC no deterg | Pf growth 48h
# Entry for CCc1cc(C(=O)OCC(=O)N2CCC(c3ccccc3)=N2)sc1C : -6.5% | -3.6 | -13.3 | 5.7% | -3.0% | 44.2% | 15.6%
# Entry for CCCNS(=O)(=O)/C=C/c1ccccc1 : 6.5% | 3.5 | -4.2 | 12.6% | -0.6% | -16.0% | 18.3%
# Entry for CCOC(=O)c1ccc(NC(=O)Nn2cnnc2)cc1 : -3.5% | 9.3 | -0.7 | 31.8%[activator] | 1.3% | -22.2% | 38.6%[activator]

# Next part.
SMILES,Tb PYK inh,CHX counter,Shiga inhibitor,Pf growth 96h,LmPK inhibitor,AmpC no deterg,Pf growth 48h
COc1ccc(NC(=O)C(CCS(C)(=O)=O)N2C(=O)c3ccccc3C2=O)cc1 (stereo not drawn),-2.6%,-1.6,-10.5,-23.5%,-1.6%,-18.4%,.
CCC(=O)N1CCc2cc(Br)cc(S(=O)(=O)C3(C(=O)OC)CC3)c21,1.0%,-2.6,-7.8,?,1.5%,10.7%,4.15µM*
COc1ccc(CCC(=O)Nc2cnc3ccccc3c2)cc1,-4.0%,32.4*,79.5*,?,-3.2%,-22.6%,?
COC(=O)c1ccccc1NC(=O)CSc1nnc(Cc2ccc(Cl)cc2)o1,-4.9%,-1.4,-57.8,21.8%,0.6%,27.2%,6.4%
Cc1ccc(-n2cc3c(=O)n(C)c(=O)n(C)c3c2)cc1C,2.4%,21.3*,35.6,3.4%[5.75 µM],3.4%,2.1%,-16.3%
COc1ccccc1/C=C(/C(=O)OCC(N)=O)c1ccccc1,2.2%,-4.1,-10.5,41.9%[activator],2.2%,-10.7%,3.4%
c1ccc(Cn2nnc3c(NCc4ccc5c(c4)OCO5)ncnc32)cc1,-6.9%,-1.6,-5.9,?,5.6%,-13.2%,85.1%[activator]
COc1ccc(/C=N/Nc2ccc(C(F)(F)F)cc2[N+](=O)[O-])cc1,-7.3%,-2.3,-3.9,3.2%,-9.8%,-14.8%,4.3%
COC(=O)c1cc(COC(=O)c2nc3nc(C)cc(C)n3n2)oc1C,-2.8%,4.9,-8.1,22.8%,2.8%,-12.0%,12.8%
CCc1cc(=O)oc2cc(C)cc(OC(C)C(=O)NCCN3CCOCC3)c12 (stereo not drawn),-3.9%,-4.6,8.1,?,1.6%,-7.2%,?
O=C(C1=C[C@H](C2CC2)C[C@H](OCc2ccc(CO)cc2)O1)N1CCN(Cc2ccccc2)CC1,0.6%,1.1,15.8,?,4.3%,126.2%[activator],?
CCn1cnc2sc(C(=O)N3CCN(Cc4ccc5c(c4)OCO5)CC3)c(C)c2c1=O,.,11.4,-7.6,-7.7%,1.6%,61.2%[activator],1.7%
Fc1ccc(CN(Cc2ccccc2)C(c2cccs2)c2nnnn2C2CCCCC2)cc1 (stereo not drawn),0.0%,-5.7,-14.3,.,2.3%,-28.6%,?
Cc1cc(Br)ccc1NC(=O)CNC(=O)CSc1n[nH]c(N)n1,-3.3%,-4.2,-4.1,14.8%,7.5%,-5.7%,1.1%
O=S1(=O)CC(O)C(N=Nc2c(O)n(Cc3ccccc3)c3ccccc23)C1 (stereo not drawn),-4.2%,-0.7,9.6,-8.6%,0.6%,-1.9%,-2.8%
Cc1cccc(NS(=O)(=O)c2nnc(NC(=O)c3ccc(Cl)cc3)s2)c1,-6.4%,2.0,-0.3,?,-5.1%,-30.3%,?
O=C1N(C2CCCC2)C[C@@H]2C[C@@H](c3cccn3-c3nccs3)N3CCC[C@@]123,-17.9%,-1.6,-9.7,-17.4%,2.5%,-11.5%,?
Fc1ccc(C2CC(c3ccco3)=Nc3ccccc3S2)cc1 (stereo not drawn),3.6%,9.9,25.3,85.1%[activator],14.2%,-19.3%,61.2%[activator]
Cn1c(=O)c(-c2ccccc2)c(O)c2ccccc21,0.3%,6.0,-2.1,-4.0%,2.5%,-4.2%,21.1%
O=c1[nH]c(=S)[nH]nc1Cc1ccc(Cl)c(Cl)c1,1.5%,0.5,15.4,22.8%,4.2%,-35.7%,-8.1%
CC(=O)Nc1ccc(CN2CCN(CC(C)C)C(CCO)C2)cc1 (stereo not drawn),2.6%,1.2,11.2,?,1.0%,-41.6%,6.3%
CN(C)C(=O)Oc1ccc2c(=O)c(Oc3ccccc3Br)coc2c1,1.9%,6.7,-8.6,-8.4%,0.1%,0.4%,-17.3%
O=C(N/N=C/c1ccc([N+](=O)[O-])cc1)c1cnccn1,-4.9%,7.1,-4.9,87.0%[activator],4.0%,-12.7%,69.5%[activator]
COc1ccc(NC(=O)N2CCC(NC(=O)c3ccco3)CC2)cc1,0.3%,-2.3,-11.3,76.0%[activator],-3.0%,-14.3%,-4.4%
CC(C)CC(=O)NC(=S)Nc1sc2c(c1C(N)=O)CCC2,-7.2%,15.5,29.9,60.9%[activator],0.1%,-16.5%,50.0%[activator]
CSc1ccc(/C=C/C(=O)NC23CC4CC(CC(C4)C2)C3)cc1,-2.8%,49.9*,102.9*,?,0.5%,-30.1%,-82.7%
CC(C)CC(=O)N1CCN(Cc2cccc([N+](=O)[O-])c2)CC1,-13.6%,-0.5,2.8,6.6%,-4.1%,20.1%,23.4%
c1ccc2c3n(nc2c1)CCCCO3,4.5%,.,.,?,.,-9.0%,58.3%[activator]
Cc1cnc(C(=O)OC(C)C(=O)Nc2ccc(Oc3ccccc3)cc2)cn1 (stereo not drawn),2.1%,.,.,-9.6%,.,66.7%[activator],2.1%
CCCCC12CN3CCN(CC(C3)/C1=N\NC(=O)c1ccccc1N)C2,5.6%,46.1*,82.9*,8.9%,-4.3%,-7.7%,24.9%
CCOc1ccc(-c2c[n+](=O)c3c(n2[O-])CCCC3)c(OCC)c1,-4.8%,-3.7,15.8,-13.8%,0.1%,-16.4%,31.2%[activator]
CC(=O)Nc1ccc(-n2c(C)ccc2-c2ccccc2)cc1,-3.6%,-4.3,-4.6,?,1.2%,1.8%,3.6%[0.00184 µM]
CC1CN(CC(O)COc2ccc(C(C)C)cc2)CC(C)O1 (stereo not drawn),-3.6%,-2.5,-3.1,-14.7%,4.3%,96.4%[activator],-2.1%
O=C(Nc1ccccc1)C1=C(O)CC(c2ccoc2)CC1=Nc1ccccc1 (stereo not drawn),-13.0%,1.4,-3.4,17.6%,1.4%,-46.0%,10.7%
CCc1ccc(OC)c(S(=O)(=O)Nc2ccc(Cc3ccncc3)cc2)c1,3.2%,-1.2,2.7,21.5%,0.9%,37.9%,?
Cc1nc(N2CCN(C(c3ccccc3)c3ccccc3)CC2)[nH]c(=O)c1C,3.2%,-3.6,7.0,?,2.3%,-21.5%,10.0%
COC(=O)/C(=C/c1cccc([N+](=O)[O-])c1)NC(=O)c1ccc(OC)cc1,-1.6%,52.8*,76.1*,21.4%,2.5%,-1.0%,8.3%
Cc1ccc(C(=O)C(C)Sc2nnc(N)s2)cc1 (stereo not drawn),4.0%,15.3*,25.3,3.0%,2.0%,-36.0%[11.4 µM],6.5%
CN1CCN(c2ccc(Cl)cc2NC(=O)c2ccc(S(=O)(=O)N(C)C)cc2)CC1,-13.8%,4.7,-10.9,3.29µM*,8.1%,21.6%,.
CCC(=O)N1CCC2(CC1)Oc1ccc(F)cc1C(=O)C21CC(c2ccc(Cl)cc2)=NO1 (stereo not drawn),2.1%,-4.2,-5.4,?,1.0%,138.7%[activator],?

# High-throughput results deposited in PubChem by National Center for Advancing Translational Sciences (NCATS).
